Screens deposited in PubChem BioAssay by several laboratories.
ERa coact pot: enhancers of ERα–SRC-1 coactivator binding, primary screen, biochemical, TR-FRET, ERα LBD, low estradiol; Estrogen receptor (Homo sapiens), P03372; TR-FRET ERalpha-LBD/SRC-Cy5 coactivator binding, 2 h; 100 = basal binding, no effect; coactivator binding (% of control), % at 25.6 µM; 86,000 compounds, 1.3% hits; AID 639, 2007; in the data active = activity above about 200%;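 note: binding measured in presence of low estradiol as agonist stimulus; 0% = peptide alone without receptor and 100% = receptor with peptide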
Target sequence (P03372 whole entry, looked up, the tested form may be a part): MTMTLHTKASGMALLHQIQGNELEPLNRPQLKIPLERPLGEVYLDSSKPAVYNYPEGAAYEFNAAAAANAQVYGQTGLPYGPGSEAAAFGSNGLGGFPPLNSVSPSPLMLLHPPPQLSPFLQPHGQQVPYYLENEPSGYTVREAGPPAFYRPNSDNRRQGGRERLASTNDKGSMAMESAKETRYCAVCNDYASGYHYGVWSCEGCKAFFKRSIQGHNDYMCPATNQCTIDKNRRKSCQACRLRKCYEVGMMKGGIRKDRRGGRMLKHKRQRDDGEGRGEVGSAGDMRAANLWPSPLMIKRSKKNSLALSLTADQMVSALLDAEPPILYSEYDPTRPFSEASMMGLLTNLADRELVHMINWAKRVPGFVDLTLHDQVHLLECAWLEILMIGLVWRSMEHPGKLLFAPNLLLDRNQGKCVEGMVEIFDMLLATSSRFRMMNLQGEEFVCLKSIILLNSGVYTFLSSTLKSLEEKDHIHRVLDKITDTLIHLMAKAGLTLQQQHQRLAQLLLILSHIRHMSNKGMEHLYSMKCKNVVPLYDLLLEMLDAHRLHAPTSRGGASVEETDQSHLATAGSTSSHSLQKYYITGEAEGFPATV
Fibroblast inh: antiproliferative effect on LL 47 fibroblasts – human, LL 47 cells, CellTiter-Glo luminescence, primary screen. viability, % at 10 µM. 85,000 compounds, 1.1% hits. AID 719, 2007. LL 47 human lung fibroblast viability, ATP luminescence; active compounds read low;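 active = viability at or below 50% in the single dose screen; inactive = viability above 50%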;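 note: compound exposure lasted 72 h before the ATP readout; 100% = median luminescence of untreated cell-only wells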
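Benchmarks: Cell-only wells, no compound | Test system: LL 47 human lung fibroblasts, passage 12 or lower | Input: 1,150 cells/well | Measured by: CellTiter-Glo luminescence measuring cellular ATP | Medium: IMEM, 15% FBS supplement | Schedule: Overnight attachment after seeding, then 72 h compound exposure at 37 °C | Doses: Compound addition at 0.1% DMSO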
ERb SRC1 inh: inhibitors of ERβ-SRC1 coactivator interaction, primary screen, biochemical, TR-FRET, ERβ LBD, SRC-1 peptide; Estrogen receptor beta (Homo sapiens), Q92731; TR-FRET ER-beta LBD / SRC1-Cy5 peptide binding; receptor agonist-loaded with 1 µM estradiol; inhibition, % at 25.6 µM; 86,000 compounds, 1.3% hits;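 active = compounds whose percent inhibition of the receptor-coactivator binding signal exceeds about 50% in the single-dose screen, limit read from the data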;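 note: 0% = receptor plus peptide wells without compound and 100% = peptide-only wells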
H69AR growth 86K: proliferation blockers of H69AR lung cancer cells, primary screen, cell-based, human, 86K library; AID 598, 2007; viability, % at 10 µM; 85,000 compounds, 6% hits; H69AR lung tumor viability, ATP luminescence, 72 h; active compounds read low;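 active = viability at or below 40%; inactive = viability above 40%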;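 note: multidrug resistant small cell line overexpressing MRP-1 efflux transporter; 100% = mean luminescence of untreated control wells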
CD11b adhes enh: enhancers of CD11b/CD18 adhesion to fibrinogen, primary screen, K562 cells, luminescence. 93,000 compounds, 0.07% hits. activation, % at 10 µM. ATPlite luminescence;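 active = 10 µM primary screen giving 50% or more activity, confirmed by 40% or more on retest at that dose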; note: strong numbers were not always called active
Smad3 inh: Smad3/FoxH1 peptide binding inhibitors, primary screen, biochemical, TR-FRET | Mothers against decapentaplegic homolog 3 (Homo sapiens), P84022 | TR-FRET Smad3/Dy647-FoxH1 peptide binding, europium anti-His | inhibition, % at 25 µM | 88,000 compounds, 0.29% hits | AID 630, 2007;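 active = compounds that reduce the energy-transfer binding signal between the protein and its labelled peptide by more than half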;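 note: 0% = Smad3 plus labelled peptide maximal FRET and 100% = peptide-only background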
Target sequence (P84022 whole entry, looked up): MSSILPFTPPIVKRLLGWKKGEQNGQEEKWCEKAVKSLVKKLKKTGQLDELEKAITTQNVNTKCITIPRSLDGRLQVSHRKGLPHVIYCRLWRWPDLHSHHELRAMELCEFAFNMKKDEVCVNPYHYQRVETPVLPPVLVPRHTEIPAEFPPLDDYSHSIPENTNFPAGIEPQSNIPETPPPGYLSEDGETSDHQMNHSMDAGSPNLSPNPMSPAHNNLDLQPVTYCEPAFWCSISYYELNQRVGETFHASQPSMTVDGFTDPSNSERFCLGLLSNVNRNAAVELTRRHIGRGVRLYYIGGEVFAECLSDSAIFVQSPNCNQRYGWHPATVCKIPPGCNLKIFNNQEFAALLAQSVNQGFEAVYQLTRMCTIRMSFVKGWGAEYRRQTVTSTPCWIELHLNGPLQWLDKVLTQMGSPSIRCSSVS
ERa SRC1 inh: ERα–SRC-1 coactivator interaction inhibitors, primary screen, biochemical, TR-FRET, ERα LBD, estradiol-bound | Estrogen receptor (Homo sapiens), P03372 | TR-FRET ER-alpha LBD / SRC-1 peptide | inhibition, % at 25.6 µM | 86,000 compounds, 1.7% hits; in the data active = inhibition above about 50%;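 note: 0% = receptor plus peptide control and 100% = peptide only without receptor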
MT1-MMP txn act: MT1-MMP promoter reporter activation – cell-based, luciferase luminescence, primary screen | activation factor at 10 µM | 86,000 compounds, 0.16% hits | HT1080 MT1-MMP promoter luciferase reporter, overnight; active compounds read high | AID 750, 2007;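 active = activation factor of at least 2 for MT1-MMP transcription at 10 µM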
HUVEC inhibit: inhibitors of HUVEC proliferation, primary screen, cell-based, 384-well. CellTiter-Glo luminescence, 72 h; active compounds read low. viability, % at 10 µM (by protocol). 86,000 compounds, 1.1% hits. AID 648, 2007;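 active = viability at or below 30%; inactive = viability above 30%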;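 note: 100% = median luminescence of DMSO-only cell control wells on each plate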
* hit, by the source's call; nt = no result given; [ ] = dose if it differs, or a comment. A portion of the library. The share of hits here may be higher or lower than overall.

SMILES	ERa coact pot	Fibroblast inh	ERb SRC1 inh	H69AR growth 86K	CD11b adhes enh	Smad3 inh	ERa SRC1 inh	MT1-MMP txn act	HUVEC inhibit
Cn1c(=O)[nH]c(=O)c2c1nc(N1CCOCC1)n2CC(O)COc1ccc2ccccc2c1 (centres undefined)	181	89	-10	43	-2	-1	2	1.2	105
COc1ccc(S(=O)(=O)N2CCN(C(=O)c3cccs3)CC2)cc1OC	108	105	-3	83	1	3	1	1.1	102
O=c1c2nnn(Cc3ccccc3)c2ncn1C/C=C/c1ccccc1	84	86	9	76	2	3	-2	1.1	90
Cc1cc(C(=O)O)sc1C	92	100	-1	104	nt	1	-3	1.1	120
CCOC(=O)N1CCN(S(=O)(=O)c2ccc(OC)c(OC)c2)CC1	94	nt	-7	96	nt	1	-14	1	98
COc1ccc2c(-c3ccccc3)cc(N3CCOCC3)nc2c1	103	97	0	73	1	-2	-4	1.1	99
Cc1snc2sc(C(=O)c3ccc(Br)cc3)c(N)c12	140	97	52*	69	7	9[fluorescence artefact?]	71*	1.4	80
COc1ccc(NC(=O)CN2CCN(CC(=O)Nc3ccccc3F)CC2)cc1OC	113	100	-8	97	0	-11	-45	1.4	97
O=C(Nc1nc2ccccc2[nH]1)C1CC(=O)N(c2ccc3c(c2)OCCO3)C1 (centres undefined)	53[fluorescence artefact?]	97	43	67	10	-8	68*[fluorescence artefact?]	1.2	84
CN(C)c1ccc(C(=S)N2CCOCC2)cc1Br	92	97	-12	82	-3	-7	-5	1.1	91

One compound at a time, from the list above:
O=c1c2nnn(Cc3ccccc3)c2ncn1C/C=C/c1ccccc1 across the screens: ERa coact pot = 84; Fibroblast inh = 86; ERb SRC1 inh = 9; H69AR growth 86K = 76; CD11b adhes enh = 2; Smad3 inh = 3; ERa SRC1 inh = -2; MT1-MMP txn act = 1.1; HUVEC inhibit = 90
COc1ccc2c(-c3ccccc3)cc(N3CCOCC3)nc2c1 across the screens: ERa coact pot = 103; Fibroblast inh = 97; ERb SRC1 inh = 0; H69AR growth 86K = 73; CD11b adhes enh = 1; Smad3 inh = -2; ERa SRC1 inh = -4; MT1-MMP txn act = 1.1; HUVEC inhibit = 99

Other records
SMILES	ERa coact pot	Fibroblast inh	ERb SRC1 inh	H69AR growth 86K	CD11b adhes enh	Smad3 inh	ERa SRC1 inh	MT1-MMP txn act	HUVEC inhibit
Cc1cc(C)cc(OCCCC(=O)O)c1	99	105	-18[fluorescence artefact?]	87	0	0	-11	1	102
COC(=O)c1ccccc1S(=O)(=O)N(CCCN1CCOCC1)Cc1cccs1	132	94	-9	76	nt	13[fluorescence artefact?]	-6	1.1	94
CC(C)(C)c1ccc(S(=O)(=O)NC(Cc2ccccc2)C(=O)O)cc1 (centres undefined)	124	89	-18	106	-2	9	-8	1.3	99
COc1ccc2nc(SCC(N)=O)[nH]c2c1	100	100	-2	98	-1	-1	2	1.2	104
CCn1cc(Br)c(C(=O)Nc2ccc(F)c(Cl)c2)n1	114	99	-8	92	0	-6	-4	1.5	87
CC(C)SC1=NC(C)(C)C=C(/C=C/c2c(Cl)cccc2Cl)N1	65	84	3[fluorescence artefact?]	40	-1	13	11[fluorescence artefact?]	1.3	54
Cc1ccc(C(=O)NCCNC(=O)CN2CCCC2)cc1	128[fluorescence artefact?]	108	-6[fluorescence artefact?]	103	-4	-11	-8	1.1	108
CCOC(=O)N1CCN(C(=O)CSc2ncccn2)CC1	82	101	-7	101	nt	-1	-2[fluorescence artefact?]	1.1	101
CCOC(=O)/C(=N\Nc1ccccc1)c1csc(Nc2ccc(C)cc2)n1	83[fluorescence artefact?]	79	15[fluorescence artefact?]	3.3*	0	16	10	1.2	25*
O=C(Nc1ccc2c(c1)oc1ccccc12)c1cccnc1	109	99	0	56	0	3	4	1.6	87
O=C(c1ccc2c(=O)n(C3CCCC3)c(=S)[nH]c2c1)N1CCc2ccccc21	114	88	-3	57	-6	-5	-8	1.2	89
CC(c1ccccn1)N(CCN(C)C)C(=S)Nc1ccccc1F (centres undefined)	112[fluorescence artefact?]	102	26	117	0	-14	-5	1	109
Cn1c(CN2CCOCC2)nnc1SCC(=O)NC1CCCCC1	107[fluorescence artefact?]	98	4[fluorescence artefact?]	103	nt	-13	5	1	108
O=C(Nc1ccc(Cl)cc1)N(C1=NCCC1)c1ccc(OC(F)F)cc1	93	109	-1	75	3	-7	0	1.4	82
O=C(NC1CCCC1)C1CC(=O)N(CCc2ccccc2)C1 (centres undefined)	110[fluorescence artefact?]	107	-5[fluorescence artefact?]	98	-3	-2[fluorescence artefact?]	1	1.2	108
O=C(Nc1ccc2c(c1)OCO2)Nc1ccc(Br)cn1	228*	80	33[fluorescence artefact?]	46	64	0	15	1.1	72
CC(C)C[C@@H](N)c1nnc(SCC(=O)c2ccc(Cl)cc2)o1	100	94	-9	87	2	-12	-2	1.1	91
Cc1ccnc(NC(=O)c2ccc(NC(=O)c3ccco3)cc2)c1	113	111	-6	78	-2	9	10	1.2	103
COc1ccc(S(=O)(=O)N2CN(Cc3ccco3)c3nc4ccccc4nc32)cc1	97[fluorescence artefact?]	94	31[fluorescence artefact?]	74	11	6	23[fluorescence artefact?]	1.2	87
CC(C)(C)C(=O)Nc1nnc(SCC(=O)NCc2cccs2)s1	98	101	3	103	nt	12	2	1.1	102
Cn1c(=O)c2c(nc(OCc3ccccc3)n2C)n(C)c1=O	110	94	-5	98	0	-4	-3	1	91
CC(=O)NC(C(=O)NCC(N)=O)C(C)C (centres undefined)	115	94	-4	99	2	48[fluorescence artefact?]	5	1.1	100
O=C(CN1C(=O)CSc2ccccc21)Nc1ccccc1C(=O)N1CCOCC1	122[fluorescence artefact?]	99	-5[fluorescence artefact?]	91	-3	11[fluorescence artefact?]	4	nt	95
COCCN(C(=O)CNC(=O)c1ccco1)C(C(=O)NC1CCCC1)c1cccs1 (centres undefined)	98	nt	-5	93	nt	6	-2	1.2	94
COc1ccccc1N1CCN(C(=O)CN(Cc2ccccc2)S(C)(=O)=O)CC1	106	95	1[fluorescence artefact?]	nt	0	-19	2	1.1	92
Cn1c(=O)c2c(nc(Br)n2CCSc2nnnn2-c2ccccc2)n(C)c1=O	121[fluorescence artefact?]	99	-4	91	-1	5	8	1	90
COCc1[nH]nc2c1C(c1ccc(OC)c(OC)c1)C(C#N)=C(N)O2 (centres undefined)	110	103	-19[fluorescence artefact?]	86	0	6	-5	1.1	95
C/C(=N\NC(=O)Cc1cccn1C)c1cccc2ccccc12	104	97	-8	83	1	8	4	1.2	97
CC(Oc1ccccc1)C(=O)Nc1ccccc1F (centres undefined)	99	116	10	97	-9	12	3	1.2	97
Cc1ccccc1OCC(=O)N(Cc1ccc(N(C)C)cc1)C1CCS(=O)(=O)C1 (centres undefined)	107	107	-1	83	0	3	-16	1.2	106
O=C1c2ccccc2C(=O)N1CCCCSc1nnnn1-c1ccccc1	88	91	-2	103	0	5	-2	1.1	94
COC(=O)c1[nH]c2ccccc2c1NC(=O)CN1CCN(c2cccc(Cl)c2)CC1	132	92	-14	70	-1	12	-9	1.2	81
O=C(c1ccc2c(c1)OCO2)N(c1ccc(F)cc1)C1C=CS(=O)(=O)C1 (centres undefined)	123	98	-2	77	5	5[fluorescence artefact?]	-6	1.1	101
CCCCC(CC)CNC(=O)C1C2C=CC(C2)C1C(=O)O (centres undefined)	115	106	6[fluorescence artefact?]	90	0	-11	6[fluorescence artefact?]	2.1*	87
O=S1(=O)CC(NCc2ccccc2)C(Nc2ccc(Cl)cc2)C1 (centres undefined)	120	99	2	87	-3	17	6[fluorescence artefact?]	1.1	113
CCOc1ccc(NC(=O)CCNS(=O)(=O)c2ccc3c(c2)c(=O)n(C)c(=O)n3C)cc1	126	92	-1	90	1	7	2	1	97
Cn1c(=O)c2c(ncn2CCN(CCO)Cc2ccccc2)n(C)c1=O	117	103	-13	88	0	-5	-10	1.1	106
CCN1C(=O)/C(=C2\SC(=S)N(CCCOC)C2=O)c2ccccc21	49	98	3	31*	8	-3	31	1.1	68
CCCCN1C2=C(C(=O)CC(C)(C)C2)C(c2ccccc2)C2=C1c1ccccc1C2=O (centres undefined)	93	93	3	47	-2	9	1	0.9	91
COc1cc(C(=O)Nc2nc3ccccc3s2)ccc1OCc1c(C)noc1C	127	80	9	19*	nt	-5	29	1.3	74
Cc1ccc(NCc2nnc(SCCN3CCCCC3)n2CC2CCCO2)c(C)c1 (centres undefined)	109	94	-4	100	-1	8[fluorescence artefact?]	-5	1.2	78
NS(=O)(=O)c1ccc2c(c1)C1C=CCC1C(C1CC=CCC1)N2 (centres undefined)	58	97	24	109	2	4	11	1.1	79
O=C(CN(c1ccc(F)cc1)S(=O)(=O)c1ccccc1)NCc1ccco1	112	102	-6	80	-2	4	-1	1	100
COc1ccc(-c2nnc(-c3cc4c(ccc5ccccc54)oc3=O)o2)cc1	120[fluorescence artefact?]	99	20	90	14	-2	52*	1.2	79
c1ccc2c(CSCCc3ccncc3)cccc2c1	80	103	-8	34*	nt	8	-4	1.3	85
CC1=Nn2c(nnc2C2CCCCC2)SC1	98	106	3	88	-3	13[fluorescence artefact?]	-1	1.1	94
O=C(Nc1nnc(-c2ccccc2)s1)c1ccc(Cl)c(S(=O)(=O)N2CCOCC2)c1	116	96	0[fluorescence artefact?]	92	-2	4	6	1	91
CCCCS(=O)(=O)C(=C1Nc2ccccc2N1)S(=O)(=O)CCCC	98	90	-4	94	nt	2	4	1.1	104
CCOc1ccc(-n2c(SCC(N)=O)nc3c(c2=O)SCC3)cc1	101	104	-5	82	-1	2	4[fluorescence artefact?]	1.2	76
CCN(CC)C(=O)CN1C(=O)C2(OCC(C)(c3ccccc3)CO2)c2ccccc21 (centres undefined)	106	100	-26[fluorescence artefact?]	98	1	-5	-25	1	96

Additional records follow.
SMILES	ERa coact pot	Fibroblast inh	ERb SRC1 inh	H69AR growth 86K	CD11b adhes enh	Smad3 inh	ERa SRC1 inh	MT1-MMP txn act	HUVEC inhibit
CCc1nc(N2CCN(C(=O)c3ccco3)CC2)c2oc3ccccc3c2n1	93	94	1	22*	2	2	2	1.1	76
COc1ccc(S(=O)(=O)N2CCCCC2C(=O)O)cc1OC (centres undefined)	109	102	10	88	0	1[fluorescence artefact?]	5	1	94
CC1CC(C)CN(S(=O)(=O)c2ccc(C(=O)N3CCN(c4ccccc4)CC3)cc2)C1 (centres undefined)	96	106	-11	73	0	-3	-7	1.1	97
N#C/C(=C\c1cccs1)Sc1nc2ccccc2s1	92	90	3	70	-3	-7	0	1.3	76
Cc1cccc(NC(=O)CN(C)S(=O)(=O)c2ccccc2)n1	114	100	-1[fluorescence artefact?]	96	-4	0	8	1.3	99
c1ccc(-c2noc(CSc3nnnn3C3CCCCC3)n2)cc1	182	105	-13	89	nt	4	-9	1.2	104
